Screening results as filed in PubChem BioAssay.
PNC inhibitor: High Content Assay for Compounds that inhibit the Assembly of the Perinucleolar Compartment; PC3M PTB-GFP, PNC prevalence imaging, 16 h; hits give low values; activity change (PNC), negative = inhibition, % at 10 µM; 140,000 compounds, 3.1% hits; AID 2417, 2010;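 active means readout at or below -70, meaning at least 70% loss of cells showing the perinucleolar compartment, a nuclear body marking cancer cells; inconclusive means readout between -30 and a set limit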;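 further: plate controls were DMSO wells for no effect and camptothecin positive control wells for full effect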
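PC3M cells stably expressing PTB-GFP, 750–1000 cells/well, treated 16 h at 37 °C with compound (23 nl of library stock), in duplicate. After paraformaldehyde fixation and Hoechst stain, imaged at 20x; PNC prevalence scored by image analysis.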
ALOX15B inhib: qHTS Assay for Inhibitors of 15-hLO-2 (15-human lipoxygenase 2) | Polyunsaturated fatty acid lipoxygenase ALOX15B (Homo sapiens), O15296 | purified 15hLO-2, xylenol orange hydroperoxide absorbance | Potency, µM (titrated, usually from 57.1 µM), inactives show at the highest dose activity change, negative = inhibition, usual class: inhibitors | 110,000 compounds, 0.56% hits | AID 881, 2007; further: potency means the concentration at half of the fitted maximal effect; nearly all actives have a fitted effect of over 60% in size; many of its hits are not listed in these tables
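Purified human 15hLO-2 (50 nM) preincubated 15 min with compound, then 45 uM arachidonic acid for 90 min at RT in 25 mM Hepes pH 7.5, 0.01% Triton X-100. Hydroperoxide detected by Fe-xylenol orange; 573/405 nm absorbance ratio.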
12-hLO inh: qHTS Assay for Inhibitors of 12-hLO (12-human lipoxygenase); purified 12-hLO, xylenol orange hydroperoxide absorbance; Potency, µM (highest dose often 57.1 µM), inactives show at the highest dose activity change, negative = inhibition, actives largely listed as inhibitors; 150,000 compounds, 0.12% hits; AID 1452, 2008; further: potency means the concentration at half of the fitted maximal effect; nearly all actives have a fitted effect of over 55% in size; many of its hits are not listed in these tables
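Hydroperoxide output read as Fe(III)-xylenol orange absorbance, 573-to-405 nm ratio, after 30 min reaction with 40 uM arachidonic acid. Enzyme: 150 nM purified human 12hLO, 15 min compound preincubation; 25 mM Hepes pH 7.0, room temperature.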
IMPase inh: qHTS Assay for Identifying the Cell-Membrane Permeable IMPase Inhibitors. inhibition (IP1 accumulation), % at 46.1 µM. CHO-M1 cells, IP1 accumulation, HTRF TR-FRET ratio. 120,000 tested, under 10 active; active means well fitted curve in the direction sought with a large enough effect in the signal ratio, not every such curve was filed as active; inconclusive means small, poorly fitted or top-dose-only effect, or a change in a side signal; inactive means no such curve, though single readings can be large or run the other way; the % refers to the signal ratio;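 further: cells stimulated with carbachol in lithium chloride buffer; plate controls were DMSO basal wells for no effect and reference inhibitor wells for full effect; higher means more IMPase inhibition seen as more IP1 and lower FRET ratio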
Target sequence (P97697 whole entry, looked up): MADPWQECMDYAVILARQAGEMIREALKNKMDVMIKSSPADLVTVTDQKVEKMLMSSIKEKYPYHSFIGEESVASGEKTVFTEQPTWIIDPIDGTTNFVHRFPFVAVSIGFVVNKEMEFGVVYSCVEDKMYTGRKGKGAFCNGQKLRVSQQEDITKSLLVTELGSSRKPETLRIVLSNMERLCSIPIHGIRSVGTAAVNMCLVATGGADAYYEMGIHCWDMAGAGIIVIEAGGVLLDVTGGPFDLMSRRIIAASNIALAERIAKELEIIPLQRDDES
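Carbachol-driven Gq signalling in CHO-M1 cells (2000/well) generates IP1. Compounds that block IMPase raise IP1 and so reduce the FRET signal from Eu-anti-IP1 and d2-IP1 after a 10 min room-temperature lysis.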
Starred values were filed as active, the others as inactive; ? = inconclusive; . = not tested or not shown; & = joins results of further samples; [ ] = another dose, or the depositor's remark. Unless noted, the call rests on the fitted dose curve; in most records, active means well fitted curve in the direction sought with a large enough effect; inconclusive means small, poorly fitted or top-dose-only effect, or another doubt; inactive means no such curve, though single readings can be large; an effect the other way counts as inactive or inconclusive. Unless noted, on the % scale 0 is the no-effect control and ±100 the full control effect.

| structure | 12-hLO inh | ALOX15B inhib | PNC inhibitor | IMPase inh |
| --- | --- | --- | --- | --- |
| COC(=O)c1cc2ccsc2n1CC(=O)Nc1ccc(N(C)C)cc1 | -4% | -14% | -14 | 6 |
| COc1ccc(C(=O)CSc2nc3cccnc3n2C)cc1 | 4% | . | -29 | 1 |
| COCCNc1nnc(SC(C)C(=O)Nc2ccc(-c3nc4ccc(C)cc4s3)cc2)s1 (stereo not given) | 0% | . | 7 | -2 |
| O=C(COC(=O)Cc1ccsc1)NC1CCCCCC1 | -2% | -3% | 13 | 5 |
| O=C(NCc1ccc(Cl)cc1)C(=O)NCC1OCCN1S(=O)(=O)c1ccc2c(c1)OCCO2 (stereo not given) | -1% | . | 37 | . |
| CC(C)C[C@@H]1NC(=O)[C@H](C(C)C)NC(=O)c2cc([N+](=O)[O-])cc(I)c2NCC[C@@H](C(N)=O)NC1=O | -20% | . | 50 | . |
| O=S(=O)(c1ccc(N2CCN(S(=O)(=O)c3ccc4c(c3)OCCO4)CC2)nc1)N1CCCC1 | -1% | -5% | ? | 1 |
| COc1ncc2nc(C)c(=O)n(C)c2n1 | 1% | 3% | . | . |
| Cc1ccc(-c2ccc(SCC(=O)N3CCN(c4ccccc4)CC3)nn2)cc1 | 2% | . | 30 | 6 |
| CCN1CCN(C(=O)NC(C(=O)NC2C(=O)N3C(C(=O)O)=C(CSc4nnnn4C)CSC23)c2ccc(O)cc2)C(=O)C1=O (stereo not given) | 0%[0.00818 µM] | 13%[0.0915 µM] | . | . |

Compound profiles (already shown). Order of values: 12-hLO inh	ALOX15B inhib	PNC inhibitor	IMPase inh
Listed for COC(=O)c1cc2ccsc2n1CC(=O)Nc1ccc(N(C)C)cc1 = -4%	-14%	-14	6
Listed for O=C(NCc1ccc(Cl)cc1)C(=O)NCC1OCCN1S(=O)(=O)c1ccc2c(c1)OCCO2 (stereo not given) = -1%	.	37	.

Next section:
| structure | 12-hLO inh | ALOX15B inhib | PNC inhibitor | IMPase inh |
| --- | --- | --- | --- | --- |
| CCCCC[C@H](O)/C=C/C1=C(CCCCCCC(=O)O)C(=O)CC1 | -5%&-1% | . | -115* | . |
| C=CCn1c(SCc2ccc(Cl)cc2)nc2c1c(=O)[nH]c(=O)n2C | -4% | -14% | ? | 0 |
| CO[C@@H]1C[C@H](O[C@H]2[C@@H](C)[C@H](O[C@@H]3O[C@@H](C)C[C@@H](N(C)C)[C@@H]3OC(C)=O)[C@H](C)C[C@]3(CO3)C(=O)[C@H](C)[C@H](OC(C)=O)[C@H](C)[C@H](C)OC(=O)[C@@H]2C)O[C@H](C)[C@@H]1OC(C)=O | 1%[25.6 µM] | 2%[25.6 µM] | . | -7[20.6 µM] |
| Cc1ccnc(NC(=S)NC(=O)/C=C/c2ccco2)c1 | -16% | -12% | ? | -2 |
| COc1ccc(Oc2nccc(-c3ccc(F)cc3)c2C#N)cc1 | -4% | -9% | -15 | ? |
| Cc1ccc(C)c(/C(O)=C2\C(=O)C(=O)N(CCCN3CCOCC3)C2c2cccnc2)c1 (stereo not given) | 3% | -4% | 11 | 4 |
| CCC(Sc1nccn1C)C(=O)Nc1nnc(C)s1 (stereo not given) | -4% | 5% | 18 | 1 |
| CCc1ccccc1NC(=O)N[C@@H](C)C(=O)O | -2% | 3% | -2 | ? |
| CCCCOc1ccc2c(C)cc(=O)oc2c1OCCCC | -3% | . | -23 | 2 |
| O=C(Nc1ccc2oc(=O)ccc2c1)c1cc2ccccc2o1 | 10% | . | -119* | 29 |
| CN(C)S(=O)(=O)c1cccc(NC(=O)COC(=O)CCC(=O)c2ccc(F)cc2)c1 | 4% | . | 11 | . |
| C=CCC1CCCC(=O)N2CCCC12 (stereo not given) | -1%[0.00818 µM] | -6%[0.0915 µM] | . | . |
| Fc1ccc(NCc2ccccc2F)cc1Cl | 0% | -11% | -7 | 7 |
| COc1cc(CNc2ccc(N3CCCC3)cc2)ccc1OCc1ccccc1 | ? | . | -9 | 1 |
| Cc1cccc(NC(=O)C2CCCN(S(=O)(=O)c3cccc4nsnc34)C2)c1 (stereo not given) | -10% | -1% | -6 | 1 |
| CCOc1c(CNCCN2CCOCC2)cccc1OC | 0% | 12% | ? | 3 |
| COc1cc(C(=O)N2CCN(C(=O)C3CC3)CC2)cc(OC)c1OC | 1% | 1% | 12 | 3 |
| O=C(/C=C/c1ccc(Cl)cc1Cl)Nc1ccc(CN2CCOCC2)cc1 | 6% | . | 18 | -11 |
| Cn1c(=O)[nH]c(=O)c2c1nc(NCc1ccco1)n2CCCc1ccccc1 | -2% | -1% | -28 | 5 |
| CN1CCCN(C(=O)c2ccc(Cl)c(S(=O)(=O)N(C)c3ccccc3)c2)CC1 | 1% | 3% | -7 | -8 |
| CC1(C)CC(=O)c2sc(NC(=O)CN3CCOCC3)nc2C1 | -1% | -3% | 16 | 3 |
| O=[N+]([O-])c1ccc(N2CCOCC2)cc1NCc1ccccc1 | -5% | -29% | -23 | 5 |
| COc1ccc(CCN2CC(C(=O)O)CC2=O)cc1 (stereo not given) | 3% | -3% | -25 | 2 |
| CC1CCC2(CC1)NC(=O)N(CC(=O)Nc1nc(-c3ccc(F)cc3)cs1)C2=O (stereo not given) | -3% | -10% | ? | 1 |
| O=C(c1ccco1)N1CCN(c2nc3ccsc3c(=O)s2)CC1 | -11% | -6% | -10 | -4 |
| CCCc1cc(=O)n2[nH]c(-c3ccc(OC)cc3)nc2n1 | 4% | -7% | 30 | -6 |
| CN(C)CCCNC(=O)/C(=N\O)c1ccccc1 | -3% | -3% | 10 | 1 |
| Cc1nn(-c2ccccc2)c(N)c1C1(O)C(=O)N(C(C)C)c2ccccc21 (stereo not given) | -1% | . | ? | . |
| O=S(=O)(c1ccccc1)N1CCN=C1SCc1cccc(Cl)c1 | -7% | . | ? | . |
| COc1ccc(C2C(C(=O)OC(C)C)=C(C)N=c3s/c(=C\c4cccs4)c(=O)n32)cc1 (stereo not given) | 2% | -8% | -1 | ? |
| CCCOC(=O)c1ccc(NC(=O)CCC(=O)OCC)cc1 | -1% | -4% | 11 | -2 |
| Cc1cc(C)nc(NS(=O)(=O)c2ccc(NC(=S)NC(=O)C(C)(C)C)cc2)n1 | -6% | -7% | -9 | 2 |
| O=C1[C@@H]2[C@H](C(=O)N1n1cnnc1)[C@H]1C=C[C@@H]2C1 | -5% | -3% | ? | 1 |
| COc1cc(C(C[N+](=O)[O-])c2c(C)[nH]c3ccccc23)cc(OC)c1OC (stereo not given) | 0% | 4%[11.4 µM] | ? | -5[1.84 µM] |
| O=C(/C=C\c1ccc(-c2ccccc2)o1)c1ccccc1 | -18% | . | ? | -17 |

Structures from the list above that contain two or more sulfur atoms:
| structure | 12-hLO inh | ALOX15B inhib | PNC inhibitor | IMPase inh |
| --- | --- | --- | --- | --- |
| COCCNc1nnc(SC(C)C(=O)Nc2ccc(-c3nc4ccc(C)cc4s3)cc2)s1 (stereo not given) | 0% | . | 7 | -2 |
| O=S(=O)(c1ccc(N2CCN(S(=O)(=O)c3ccc4c(c3)OCCO4)CC2)nc1)N1CCCC1 | -1% | -5% | ? | 1 |
| CCN1CCN(C(=O)NC(C(=O)NC2C(=O)N3C(C(=O)O)=C(CSc4nnnn4C)CSC23)c2ccc(O)cc2)C(=O)C1=O (stereo not given) | 0%[0.00818 µM] | 13%[0.0915 µM] | . | . |
| CCC(Sc1nccn1C)C(=O)Nc1nnc(C)s1 (stereo not given) | -4% | 5% | 18 | 1 |
| Cc1cccc(NC(=O)C2CCCN(S(=O)(=O)c3cccc4nsnc34)C2)c1 (stereo not given) | -10% | -1% | -6 | 1 |
| O=C(c1ccco1)N1CCN(c2nc3ccsc3c(=O)s2)CC1 | -11% | -6% | -10 | -4 |
| O=S(=O)(c1ccccc1)N1CCN=C1SCc1cccc(Cl)c1 | -7% | . | ? | . |
| COc1ccc(C2C(C(=O)OC(C)C)=C(C)N=c3s/c(=C\c4cccs4)c(=O)n32)cc1 (stereo not given) | 2% | -8% | -1 | ? |
| Cc1cc(C)nc(NS(=O)(=O)c2ccc(NC(=S)NC(=O)C(C)(C)C)cc2)n1 | -6% | -7% | -9 | 2 |

This is a subset. The share of hits here may be higher or lower than overall.
